# Bioassay records from PubChem BioAssay.
# FEN1 inh = qHTS Assay for the Inhibitors of Human Flap endonuclease 1 (FEN1); Recombinant FEN1 flap cleavage, fluorescence, 15 min; P39748; 390,000 compounds, 0.35% hits; Potency, µM (top dose mostly 114 µM), inactives show at the top dose activity change, negative = inhibition, actives largely listed as inhibitors; note: nearly all actives have a fitted effect of over 65% in size
# Target sequence (P39748 whole entry, looked up): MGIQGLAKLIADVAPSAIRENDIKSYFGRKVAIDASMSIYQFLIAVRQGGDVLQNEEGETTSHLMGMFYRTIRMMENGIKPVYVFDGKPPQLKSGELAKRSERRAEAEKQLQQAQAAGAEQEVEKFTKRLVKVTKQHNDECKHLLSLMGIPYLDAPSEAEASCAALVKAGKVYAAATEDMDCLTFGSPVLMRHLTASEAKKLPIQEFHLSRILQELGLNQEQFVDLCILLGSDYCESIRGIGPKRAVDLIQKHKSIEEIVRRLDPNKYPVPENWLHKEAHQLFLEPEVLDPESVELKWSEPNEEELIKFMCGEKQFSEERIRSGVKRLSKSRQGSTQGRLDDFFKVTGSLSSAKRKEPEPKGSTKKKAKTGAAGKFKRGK
#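 With each library titrated from low to high concentration, compounds met 10 nM FEN1 for 15 min at room temperature before 50 nM substrate was added; readings at 0 and 15 min fed four-parameter Hill curve fits.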
# TDP1 block = qHTS Assay for Inhibitors of Tyrosyl-DNA Phosphodiesterase (TDP1). Tyrosyl-DNA phosphodiesterase 1 (Homo sapiens), Q9NUW8. recombinant TDP1, AlphaScreen DNA substrate cleavage. Potency, µM (titrated, usually from 130 µM), for the others: top-dose activity change, negative = inhibition, hits mostly inhibitors. 350,000 compounds, 0.28% hits. AID 485290, 2010; note: nearly all actives have a fitted effect of over 40% in size
# Target sequence (Q9NUW8 whole entry, looked up): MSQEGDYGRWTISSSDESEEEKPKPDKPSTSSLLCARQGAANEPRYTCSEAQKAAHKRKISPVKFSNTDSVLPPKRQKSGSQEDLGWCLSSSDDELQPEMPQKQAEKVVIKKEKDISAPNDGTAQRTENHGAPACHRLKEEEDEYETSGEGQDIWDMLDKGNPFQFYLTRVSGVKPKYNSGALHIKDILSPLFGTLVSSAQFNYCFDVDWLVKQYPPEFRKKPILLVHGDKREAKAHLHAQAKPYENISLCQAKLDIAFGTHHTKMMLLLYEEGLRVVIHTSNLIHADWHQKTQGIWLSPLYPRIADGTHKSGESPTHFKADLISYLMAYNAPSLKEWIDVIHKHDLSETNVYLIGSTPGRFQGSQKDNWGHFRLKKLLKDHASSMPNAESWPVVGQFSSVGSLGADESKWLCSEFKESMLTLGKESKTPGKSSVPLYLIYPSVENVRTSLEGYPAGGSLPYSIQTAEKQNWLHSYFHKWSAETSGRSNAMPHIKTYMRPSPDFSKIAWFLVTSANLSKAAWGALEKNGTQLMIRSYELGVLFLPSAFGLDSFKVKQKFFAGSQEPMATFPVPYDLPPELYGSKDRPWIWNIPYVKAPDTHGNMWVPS
#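 Tdp1 1 nM final; 15 min RT w/ cpd; substrate 15 nM, 5 min; beads 10 ug/ml, 10 min; AlphaScreen read. Neg ctrl: no enzyme.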
# N370S GC = qHTS Assay for Inhibitors and Activators of N370S glucocerebrosidase as a Potential Chaperone Treatment of Gaucher Disease. Lysosomal acid glucosylceramidase (Homo sapiens), P04062. N370S GC spleen homogenate, 4MU-glucoside fluorescence. Potency, µM (top dose mostly 59.4 µM), without a hit: top-dose activity change, negative = inhibition, hits mostly inhibitors. 330,000 compounds, 0.092% hits. AID 2101, 2009;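 note: 0% = full enzyme activity and -100% = no enzyme basal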
# * marks the source's active call; other numbers are inactive results; u = inconclusive; x = no result given; [ ] = another dose, or the depositor's remark. Calls come from the whole dose curve; as a rule, active = well fitted curve in the direction sought with a large enough effect; inconclusive = small, poorly fitted or top-dose-only effect, or another doubt; inactive = no such curve, though single readings can be large; an effect the other way counts as inactive or inconclusive. Unless noted, % is set by controls: 0 for no effect and ±100 for the full control effect; potency is the fitted concentration of half-maximal effect. Rows are unselected. About 0.53% of those tested had a hit in this group.
molecule,FEN1 inh,TDP1 block,N370S GC
CCC(C)[C@H](NC(=O)C1CCN(C(=O)[C@H](Cc2ccccc2)NC(=O)OC(C)(C)C)CC1)C(=O)O (stereo partly drawn),-2%,x,-8%
O=C(CNC(=O)c1ccc([N+](=O)[O-])cc1)N/N=C\c1ccc(OC(=O)c2ccccc2)cc1,-17%,7%,1%
COc1ccc(C2CC(c3ccccc3)=NN2c2ccc(Cl)c(C(=O)O)c2)cc1 (stereo not drawn),2%,0%,u
O=C(NCc1ccc2c(c1)OCO2)c1c(O)c2cccc3c2n(c1=O)CCC3,-2%,3%,-10%
S=C(c1cn(Cc2ccccc2)c2ccccc12)N1CCOCC1,12%,11%,17%
O=C(CN(c1ccccc1)S(=O)(=O)c1ccccc1)N1CCOCC1,0%,-5%,-9%
Cc1cc(C)cc(N2CC(c3nc(-c4ccccc4C)no3)CC2=O)c1 (stereo not drawn),-3%,-3%,x
CC(C)CN(C(=O)COC(=O)c1ccc(Cl)nc1)c1c(N)n(Cc2ccccc2)c(=O)[nH]c1=O,-3%,3%,-4%
CCN(CC)S(=O)(=O)c1cccc(C(=O)NNC(=O)c2ccc3[nH]c(=O)c(=O)[nH]c3c2)c1,5%,4%,0%
COC(=O)c1c(NC(=O)CN2CCC3(O)CCCCC3C2c2ccccc2OC)sc(C)c1C (stereo not drawn),-13%,-3%,u
CC1=C(C(=O)OCc2ccccc2)C(c2cccnc2)n2nnnc2N1 (stereo not drawn),-1%,-3%,4%
O=C(c1ccc(F)cc1)C1CCN(C(=O)c2ccc(F)cc2)CC1,-9%,x,1%
O=C(c1c(F)cccc1F)N(Cc1ccccn1)C1CC1,12%,2%,-10%
Cc1ccc(N(C(=O)c2snc(C(N)=O)c2N)C(C(=O)NCC2CCCO2)c2ccc(C)o2)c(C)c1 (stereo not drawn),-13%,x,u
COc1cc([C@@H]2c3cc4c(cc3[C@@H](O)[C@@H](CO)[C@@H]2CO)OCO4)cc(OC)c1O[Si](C)(C)C(C)(C)C,x,1%,-13%
Cc1ccc(C(=O)C[n+]2ccccc2)cc1,5%,x,5%
CC(C)C(=O)Nc1ccc(NC(=S)NC(=O)c2cc3ccccc3o2)cc1,0%,8%,0%
CC(NS(=O)(=O)c1ccccc1Cl)C1CC2CCC1C2 (stereo not drawn),5%,0%,-28%
CC(=O)N1CCN(C(=O)C2(NC(=O)Nc3cccc(F)c3)CCCCC2)CC1,3%,4%[0.0935 µM],2%
O=C(O)CNS(=O)(=O)c1cc(Cl)c(Cl)cc1Cl,-2%,7%,1%
COc1ccc(C2CC(C(F)(F)F)n3nc(C(=O)O)c(Br)c3N2)cc1 (stereo not drawn),2%,9%,10%
CC(=O)OC[C@@]1(O)C[C@]23CCC4c5ccoc5CC[C@@]4(C)C2CCC1C3 (stereo partly drawn),x,4%,-7%
CN(c1ccc(C(=O)Nc2ccccc2C(=O)N2CCCC2)cc1)S(C)(=O)=O,-2%,7%,-15%
O=C(Cc1c[nH]c2ccccc12)Nc1cccc(S(=O)(=O)N2CCCCC2)c1,x,8%,4%
CCC(Sc1nc2ccccc2o1)C(=O)O (stereo not drawn),15%,3%,2%
Cc1cc(NC(=O)c2ccc(Cl)cc2)cc(C)c1OCC(=O)N1CCOCC1,4%,0%,2%
CN(C)CCCNc1cc(N2CCN(C3CCCCC3)CC2)c2noc3c2c1C(=O)c1ccccc1-3,11µM*,12%,x
O=C(COc1cccnc1[N+](=O)[O-])Nc1ccc(Cl)cc1F,-8%,-12%,x
COc1ccccc1-n1cnc2cc(C(=O)NCCCN3CCOCC3)ccc21,1%,3%,-5%
CCOC(=O)c1[nH]c2ccccc2c1NC(=O)c1ccc(S(=O)(=O)N2CCCC2)cc1,-1%,0%,-18%
Cc1ccccc1-c1nc(CS(=O)(=O)CC(=O)NCc2ccc(F)cc2)c(C)o1,19%,x,3%
COC(=O)CCC(=O)OC1(C)C(=O)C=C2C=C(C3CC3)N(CC3CC3)C=C2C1=O (stereo not drawn),12%,4%[21 µM],-1%[12.8 µM]
CCOC(=O)C1(CC2CC2)CCN(Cc2ccc(O)c(Cl)c2)CC1,x,0%,-4%
Cc1ccc(OCc2cc(C(=O)N(C)Cc3cnc4ccccn34)no2)cc1C,-16%,5%,-5%
COc1ccc(S(=O)(=O)Nc2cccc(-c3ccc(N4CCCC4)nn3)c2)cc1OC,11%,8%,x
CCC(Oc1ccccc1)C(=O)Nc1ncc([N+](=O)[O-])s1 (stereo not drawn),1%,-5%,-4%
CCC(C)N(C(=O)c1csnn1)C(C(=O)NC1CCCC1)c1c(F)cccc1Cl (stereo not drawn),-8%,12%,-1%
c1ccc(-c2csc(-c3ccncc3)n2)cc1,-5%,-2%,-29%
Cc1cc(C)c(S(C)(=O)=O)c(S(=O)(=O)c2ccc(Cl)cc2)n1,0%,1%,-1%
Cc1ccc(OC(C)C(=O)N(C)Cc2ccccc2)c([N+](=O)[O-])n1 (stereo not drawn),2%,5%,-24%
CC(=O)c1ccc(OCc2cc(C(=O)N3CCCCCCC3)no2)cc1,-1%,0%,-4%
CN(C1CCCCC1)S(=O)(=O)c1ccc(C(=O)O)cc1,-2%,-2%,-5%
Cc1ccc(-c2cc(C(=O)Oc3ccccc3Cl)no2)cc1C,-19%,-10%,x
Nc1nc2c(c3c1c(=O)oc1ccccc13)CCCCC2,0%,-3%,u
COc1ccc(CCC(=O)N2CCN(C3CCCCC3)CC2)cc1,8%,-3%,2%
COc1ccc(C2NC(=O)NC(C)=C2C(=O)Nc2cc(C)ccc2C)cc1OC (stereo not drawn),5%,4%,8%
O=C(CC(C(=O)O)c1ccccc1)Nc1cccc2ccccc12 (stereo not drawn),-4%,-3%,6%
COCCCn1c(SCC(=O)NC2CCS(=O)(=O)C2)nnc1-c1ccc(Cl)cc1 (stereo not drawn),7%,0%,x
Cc1cccc(NC(=O)c2c(NC(=O)c3cccs3)sc3c2CCC(C)C3)c1 (stereo not drawn),4%,0%[12.3 µM],x
COc1ccc([C@H]2CC(=O)C=C(c3ccc(Br)c4ccccc34)C2)cc1,-19%,0%,x
COc1ccccc1-c1cc(C(=O)Nc2ccccc2SC)no1,-1%,3%,-6%
C=CCN(C(=O)CSc1nc2ccsc2c(=O)n1Cc1ccccn1)c1ccccc1,0%,2%,9%
CC(=O)NCCC(=O)N(Cc1ccccc1)c1nc2c(C)cccc2s1,-16%,6%,-7%
CCOC(=O)[C@@H]1[C@H]2COc3ccc(Br)cc3[C@@H]2N2C(=O)N(c3ccc(Br)cc3)C(=O)[C@@]12C,-9%,0%,x
CSCCC(NS(=O)(=O)c1cccs1)C(=O)NCc1ccccc1 (stereo not drawn),-3%,-5%,2%
COc1ccc(N2CCN(C(=O)c3noc4c3CCCCC4)CC2)cc1,-12%,1%,x
CCOc1ncccc1C(=O)OCC(=O)Nc1c(C)cc(C)cc1C,-3%,7%,1%
O=C(NCc1cccc(Cl)c1)c1cc(COc2ccc3ncccc3c2)on1,7%,0%,-10%
Cc1cc(C(=O)NC2CCCCC2C)c2ccccc2n1 (stereo not drawn),-5%,-3%,-14%
COC(=O)c1c(NC(=O)CSc2nnnn2-c2ccc3c(c2)OCO3)sc(C)c1C,4%,7%,-11%

# (further entries)
smiles,FEN1 inh,TDP1 block,N370S GC
Cn1c(SCC(=O)Nc2ccc(NC(=O)c3ccccc3F)cc2)nnc1-c1ccncc1,-6%,x,-10%
Cc1cc(C)nc(N2CCC(C(=O)Nc3ccc(Oc4ccccc4)cc3)CC2)n1,-15%,-6%,1%
COC(=O)[C@@]1(Cc2ccc(F)cc2)[C@H]2c3cc(C(=O)N4CCCC4)n(Cc4cccc5ccccc45)c3C[C@H]2CN1C(=O)c1ccccc1,x,14%,1%
COC(=O)C(F)(Sc1c(C)n(C)n(-c2ccccc2)c1=O)C(F)(F)F (stereo not drawn),-13%,7%,2%
CC(=O)Nc1ccc(NC(=O)Cn2cnc(S(=O)(=O)N3CCOCC3)c2)cc1,0%,5%,-3%
O=C1C=C(c2ccc(Oc3ccccc3)cc2)C[C@@H](c2ccc3c(c2)OCO3)C1,11%,0%,x
COc1ccc(CNC(=O)c2sccc2-c2ccccc2)cc1OC,18%,6%,-4%
CCn1c(=O)cc(C(F)(F)F)[nH]c1=S,-7%,0%,-1%
COc1ccc(-c2c(C)c3cc(O)ccc3oc2=O)cc1,13%,2%,-1%
COc1ccccc1C(=O)OCC(=O)NC(C)CCc1ccccc1 (stereo not drawn),12%,x,4%
C=CCN(c1ccc(C(=O)Nc2ccc(C)c(C)c2)cc1)S(C)(=O)=O,-9%,2%,3%
CC1CCCN(c2ccc(C(=O)OCC(=O)N3c4ccccc4Sc4ccccc43)cc2[N+](=O)[O-])C1 (stereo not drawn),-1%,5%,7%
Cc1ccccc1OCc1nc2ccccc2n1C,-7%,x,5%
CC1CCC2C(=O)N3C(CCC(C)[C@@H]3c3ccc(Br)cc3)C(=O)N2C1c1ccc(Br)cc1 (stereo partly drawn),x,9%[21 µM],2%[12.8 µM]
Cc1ccc(S(=O)(=O)N2CCCc3cc(NC(=O)c4ccc(F)c(F)c4)ccc32)cc1,-13%,1%,x
COc1ccc(C(=O)CSc2ccc3nnc(-c4cccnc4)n3n2)cc1,6%,0%,6%
O=C(CSc1ncnc2c1cnn2CCO)Nc1cccc(C(F)(F)F)c1,7%,-8%,1%
CCCCCC1CC(CC(=O)Nc2ccc([N+](=O)[O-])cc2)OC1=O (stereo not drawn),-5%,3%,-30%
CC(Sc1nnc(COc2ccc(Cl)cc2)n1-c1ccccc1)C(=O)O (stereo not drawn),-2%,x,-1%
COc1ccc(S(=O)(=O)NCCCCC(=O)O)cc1C(=O)O,6%,3%,5%

# Rewritten with values under each structure: entries from further up.
# Values in the order – FEN1 inh | TDP1 block | N370S GC
Cn1c(SCC(=O)Nc2ccc(NC(=O)c3ccccc3F)cc2)nnc1-c1ccncc1
→ -6% | x | -10%
Cc1cc(C)nc(N2CCC(C(=O)Nc3ccc(Oc4ccccc4)cc3)CC2)n1
→ -15% | -6% | 1%
COC(=O)[C@@]1(Cc2ccc(F)cc2)[C@H]2c3cc(C(=O)N4CCCC4)n(Cc4cccc5ccccc45)c3C[C@H]2CN1C(=O)c1ccccc1
→ x | 14% | 1%
COC(=O)C(F)(Sc1c(C)n(C)n(-c2ccccc2)c1=O)C(F)(F)F (stereo not drawn)
→ -13% | 7% | 2%

# With a hit mark in FEN1 inh, of those listed so far:
smiles,FEN1 inh,TDP1 block,N370S GC
CN(C)CCCNc1cc(N2CCN(C3CCCCC3)CC2)c2noc3c2c1C(=O)c1ccccc1-3,11µM*,12%,x

# Later entries:
smiles,FEN1 inh,TDP1 block,N370S GC
Cc1oc2cc(OCc3cnn(-c4ccccc4)c3)ccc2c(=O)c1Oc1ccccc1F,-3%,5%,u
O/N=C1\CCCc2c1nc(-c1ccccc1F)n2O,5%,9%,4%
Cc1cc(C)c2c(n1)sc1c(=O)n(Cc3ccc(F)cc3)cnc12,1%,x,-1%
O=S(NCc1ccco1)C12CC3CC(CC(C3)C1)C2 (stereo not drawn),-5%,5%,3%
CC1CC(C)CN(C(=O)C2CCCN(S(=O)(=O)c3cnc[nH]3)C2)C1 (stereo not drawn),-3%,-1%,-5%
c1ccc(Cc2noc(CN3CCCN(C4Cc5ccccc5C4)CC3)n2)cc1,15%,0%,-15%
O=C(NCCN1CCOCC1)Nc1ccc(Cl)cc1,-2%,4%,-4%
CCCSc1nnc(CN2CCOCC2)n1C,1%,2%,13%
COP(=O)(OC)C(Nc1cc(Cl)cc(Cl)c1)c1cccc(O)c1 (stereo not drawn),-15%,-2%,4%
CCCCn1c(NCc2ccccc2O)nc2ccccc21,-22%,8%,-28%
Cc1cc(=O)n(CC(=O)N2CCN(c3ccccc3F)CC2)c2c1c(C)nn2C,-3%,6%,x
CCc1ccc(CN(C)Cc2nc(COc3ccccc3)no2)nc1,2%,3%,-5%
COc1ccccc1C/C(N)=N/OC(=O)COc1ccc2ccccc2c1,1%,3%,-18%
O=C(Cn1cccc1C(=O)c1ccccc1)NCCC1=CCCCC1,3%,5%,10%
CCOC(=O)C1=C(C)N(c2ccc(OC)cc2)C(=O)/C1=C\c1ccc(O)c(OCC)c1,u,10%,7%
Cc1cc(=O)oc2cc(OCC(=O)N3CC(C)OC(C)C3)ccc12 (stereo not drawn),1%,1%,7%
Cc1cc(C)c(S(C)(=O)=O)c(N(C)NC(=O)c2c(F)cccc2F)n1,-4%,0%,-2%
O=C(O)c1csc(-c2ccccc2)n1,20%,1%,-1%
